# SMN2 splice up: increases expression of the SMN2 splice variant. 210,000 compounds, 2.8% hits. HEK293 SMN2-luciferase splicing reporter, luminescence, 30-36 h. AID 1458. Potency, µM (series often up to 46.1 µM), for inactives: top-dose activity change, positive = activation, usual class: activators; further: % of control where 0% means no effect; nearly all actives have a fitted effect of over 55% in size
#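 HEK293 cells carry an SMN2 […]–luciferase reporter in which exon 7 inclusion puts luciferase in frame. Cells were plated 10-12 h before compound addition, then incubated 30-36 h at 37C. ONE-Glo luminescence was read; sodium butyrate at 4.5 mM final served as control.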
# Tau fibril ThT: tau fibrillization inhibition (ThT binding) | P10636 | recombinant tau K18 P301L, heparin-induced fibrillization, ThT fluorescence | Potency, µM (titrated, usually from 57.4 µM), for inactives: top-dose activity, negative = inhibition, hits mostly inhibitors | 270,000 compounds, 2.1% hits | AID 1460; further: on the % scale 0 is the no-effect control and ±100 the full control effect; nearly all actives have a fitted effect of over 55% in size
# Target sequence (P10636 561-689 P618L limits assumed): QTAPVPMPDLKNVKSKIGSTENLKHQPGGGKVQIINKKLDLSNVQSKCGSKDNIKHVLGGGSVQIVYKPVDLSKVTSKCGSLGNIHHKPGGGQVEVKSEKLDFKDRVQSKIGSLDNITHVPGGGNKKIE
#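 ThT emission at 510 nm, taken 1 hr after adding 30 uM dye, quantifies aggregates formed when 20 uM heparin acts on human tau K18 P301L for 6 hr at 37 C.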
# Active calls of the source: *; ? = inconclusive; [ ] = dose if it differs, or a comment. The call rests on the fitted dose curve; in most records, active means well fitted curve in the direction sought with a large enough effect; inconclusive means small, poorly fitted or top-dose-only effect, or another doubt; inactive means no such curve, though single readings can be large; an effect the other way counts as inactive or inconclusive. Potency means the concentration at half of the fitted maximal effect.
# Values run as follows: Tau fibril ThT | SMN2 splice up
COc1ccc(-n2nc3ccc(NC(=O)c4c(OC)cccc4OC)cc3n2)cc1
    ? | -24%
Cc1ccc(NC(=O)C(Cc2c[nH]c3ccccc23)NC(=O)OC(C)(C)C)c(C)c1 (stereo not drawn)
    -17% | -33%[inhibitor]
CCN(C(=O)Cn1c(C(=O)OC)cc2sccc21)c1cccc(C)c1
    -9% | -7%
O=C(Nc1ccc2c(c1)OCO2)c1cc(-c2ccc(Cl)cc2)on1
    ? | 9%
COC(=O)c1ccc(NC(=O)CSc2nc3cc4ccccc4cc3[nH]2)cc1
    ? | -21%
CCc1ccc(-c2ccc(C(=O)Oc3ccc(Br)cc3)cc2)nc1
    -11% | 5%
O=C(Nc1ccc2oc(-c3ccc4ccccc4c3)nc2c1)c1ccc(Cl)c(Cl)c1
    ? | 3%
COCCN1C(=O)c2[nH]nc(-c3ccccc3O)c2C1c1ccc(Cl)c(Cl)c1 (stereo not drawn)
    -12% | -43%[inhibitor]
COc1cccc(-n2c(=O)c3c(C)c(C)sc3n(CC(=O)NCc3ccccc3)c2=O)c1
    6% | 16%
CCCCN1C(C(=O)c2ccccc2)=C(OC(C)=O)c2ccccc2S1(=O)=O
    ? | -70%[inhibitor]
Cc1ccc2c(=O)cc(C(=O)Nc3c(C)n(C)n(-c4ccccc4)c3=O)oc2c1C
    4% | 13%
O=C(c1ccc2c(c1)N(Cc1ccccc1F)C(=O)c1ccccc1S2(=O)=O)N1CCCCC1
    -5% | 0%
Cc1cccc(C)c1Nc1c(-c2ccsc2)nc2ccccn12
    -12% | -49%[inhibitor]
COc1ccc(C2C(C(=O)Nc3cccnc3)=C(C)Nc3nc(SCc4ccccc4)nn32)cc1 (stereo not drawn)
    -10% | 4%
CCc1cc(C(=O)Nc2cnn(Cc3ccc(F)cc3)c2)no1
    3% | ?
O=C(Cn1c(=O)n(-c2ccc(Cl)cc2)c(=O)c2c3c(sc21)CCCCC3)Nc1cccc(Cl)c1
    12% | -2%
Cc1nc2nc(CNC(=O)OC(C)(C)C)nn2c(C)c1CCC(=O)NCc1ccccc1Cl
    3% | -2%
NS(=O)(=O)c1ccc(NC(=O)CN2C(=O)COc3ccc(Cl)cc32)cc1
    -4% | -20%
Cc1ccc(OCC(=O)Nc2ccc(-c3nc4ccccc4o3)cc2)c(C)c1
    ? | ?
CSc1ccc(/C=C/c2nc3ccccc3n2S(=O)(=O)c2cccc(Cl)c2)cc1
    2% | ?

# Brought forward from above: five entries, followed by the next part.
# Values run as follows: Tau fibril ThT | SMN2 splice up
O=C(Cn1c(=O)n(-c2ccc(Cl)cc2)c(=O)c2c3c(sc21)CCCCC3)Nc1cccc(Cl)c1
    12% | -2%
Cc1nc2nc(CNC(=O)OC(C)(C)C)nn2c(C)c1CCC(=O)NCc1ccccc1Cl
    3% | -2%
NS(=O)(=O)c1ccc(NC(=O)CN2C(=O)COc3ccc(Cl)cc32)cc1
    -4% | -20%
Cc1ccc(OCC(=O)Nc2ccc(-c3nc4ccccc4o3)cc2)c(C)c1
    ? | ?
CSc1ccc(/C=C/c2nc3ccccc3n2S(=O)(=O)c2cccc(Cl)c2)cc1
    2% | ?
CCN(Cc1ccccc1)C(=O)Cn1c(=O)n(Cc2ccccc2)c(=O)c2c1c1cc(OC)ccc1n2C
    1% | 7%
CCN(CC)CCOC(=O)c1ccc(Nc2c3c(nc4ccccc24)CCC3)cc1
    -11% | -26%
CSc1cccc(NS(=O)(=O)c2ccc3[nH]cc(C(=O)N4CCCCCC4)c(=O)c3c2)c1
    -9% | 0%
CCN(CC)S(=O)(=O)c1ccc(C(=O)NCCSc2c(-c3ccc(F)cc3)[nH]c3ccccc23)cc1
    -6% | -38%[inhibitor]
COc1ccc(C2=NC(C)(C)N(CC(=O)Nc3cc(OC)cc(OC)c3)C2=O)cc1
    -8% | ?
COc1ccc(NC(=O)Cn2cnc3ccc(S(=O)(=O)N4CCC(C)CC4)cc3c2=O)c(OC)c1
    ? | 2%
O=C(NCCSc1c[nH]c2ccccc12)c1ccccc1Cl
    -16% | -14%
CCCN1Cc2cccc(C(=O)Nc3ccc(OC)cc3OC)c2C1=O
    ? | -2%
CN1C(C(=O)c2ccccc2)=C(OC(=O)c2ccc(Br)cc2)c2ccccc2S1(=O)=O
    ? | -30%[inhibitor]
CCOc1ccccc1NC(=O)c1c(NC(=O)c2ccccc2)sc2c1CCCC2
    -4% | -4%
COc1ccccc1N1CCN(S(=O)(=O)c2c(C)sc3ncn(CC(=O)N(C)c4ccc(Cl)cc4)c(=O)c23)CC1
    -6% | -3%
O=C(CC1NCCNC1=O)Nc1ccccc1F (stereo not drawn)
    1% | -1%
Cc1ccc(-c2nc(-c3cc4cccc(OCc5ccccc5F)c4oc3=O)no2)cc1
    -7% | 6%
N#Cc1cc2c(=O)n3ccccc3nc2n(-c2nnc(SCc3ccccc3)s2)c1=O
    13% | 11%
Cc1ccccc1Nc1c(-c2cccs2)nc2cccc(C)n12
    -6% | -2%
COc1cc(NC(=O)c2cc(-c3cccs3)on2)c(OC)cc1Cl
    -3% | 0%
CCCc1nc2ccccc2n2c(-c3ccc(C)cc3)c3c(=O)n(C)c(=O)n(C)c3c12
    ? | -1%
COc1ccc(-c2cc3nc(N)cc(=O)n3[nH]2)cc1
    ? | 9%
Cc1ccc(C)c(NC(=O)Cn2cc(C(=O)C3CCCCC3)c3ccccc32)c1
    -2% | 6%
CCOC(=O)c1[nH]c2ccccc2c1NC(=O)c1cc(OC)cc(OC)c1
    ? | -7%
COc1ccc(NC(=O)CSc2c3c(nc4ccccc24)CCC3)cc1Cl
    -2% | 3%
Cc1cc(C)cc(NC(=O)Cn2nnc(C(=O)NCc3ccccc3Cl)c2N)c1
    0% | -21%
Cc1ccc2cccc(NC(=O)c3ccc(-c4cc(Cl)ccc4Cl)o3)c2n1
    -3% | 5%
CCCOc1ccc(C2c3c(-c4ccccc4O)n[nH]c3C(=O)N2Cc2ccncc2)cc1OCC (stereo not drawn)
    0% | 15%
COc1ccc(-n2c(=O)c3c4c(sc3n(Cc3ccc(F)cc3)c2=O)CN(C(C)=O)CC4)c(OC)c1
    ? | -1%
Cc1ccc2oc3c(c(=O)c2c1)C(c1ccc(O)cc1)N(CCCN(C)C)C3=O (stereo not drawn)
    -4% | 8%
Cc1ccc(-n2c(=O)c3c4c(sc3n(Cc3ccccc3C)c2=O)CCC4)cc1C
    -3% | 2%
CCCN1Cc2cccc(C(=O)Nc3ccc(C(C)=O)cc3)c2C1=O
    1% | 4%
CC(=O)N1c2c(cc(Br)cc2S(=O)(=O)NCc2ccccc2Cl)CC1C (stereo not drawn)
    -1% | -3%
COc1ccc(-c2cc(C(F)(F)F)nc(NCc3ccc(F)cc3)n2)cc1
    -19% | -21%
O=C(Nc1c(-c2ccccc2)nc2ccccn12)c1ccc(Br)cc1
    ? | -11%
COc1ccc(-c2nc(CS(=O)CC(=O)NCc3ccccc3Cl)c(C)o2)cc1OC (stereo not drawn)
    -9% | 0%
COc1ccc(N2CCN(C3(c4ccccc4)C(=O)c4ccccc4C3=O)CC2)cc1
    -17% | -21%
COc1ccc(C(=O)N(Cc2ccc(N(C)C)cc2)Cc2ccco2)cc1Cl
    ? | -20%
COc1cccc(-n2c(=O)c3c(C)c(C)sc3n(CC(=O)Nc3ccccc3OC)c2=O)c1
    11% | -6%
O=C(CSc1nc2ccccc2n1Cc1c(F)cccc1Cl)N1CCN(c2ccc(F)cc2)CC1
    -8% | -2%
CCc1ccc2oc(-c3ccc(C)c(NC(=O)/C=C/c4ccco4)c3)nc2c1
    0% | 5%
CCOC(=O)C(=O)Nc1c(C(=O)Nc2cccc(F)c2)oc2ccccc12
    3% | 30%
CCOC(=O)c1cnc2c(C)c(Cl)ccc2c1NCCc1ccc(OC)c(OC)c1
    -14% | -27%
COc1ccc(CCNC(=O)CCc2c(C)nc3c(c(C)nn3-c3ccc(C)c(C)c3)c2C)c(OC)c1OC
    ? | 11%
O=C(Nc1ccc(F)cc1C(F)(F)F)C1CCN(c2ncccn2)CC1
    -2% | -5%
CCOC(=O)c1cc(-c2ccc(C)cc2)n(CC(=O)Nc2cccc(C(C)=O)c2)c1C
    9% | 1%
CC(Oc1ccc(Br)cc1)C(=O)Nc1ncn[nH]1 (stereo not drawn)
    -3% | -14%
CCCCN(Cc1ccco1)C(=O)c1cc2c(s1)-c1c(C)cccc1OC2
    ? | -11%
CCc1cccc(NC(=O)Cn2c(C(=O)OC)cc3sc(Cl)cc32)c1
    -6% | -5%
Cc1ccc2oc(-c3cc(NC(=O)Cc4ccccc4)ccc3Cl)nc2c1
    -3% | 6%
CCCN1C(=O)C(Cc2nc3ccccc3c(=O)n2CC)c2ccccc21 (stereo not drawn)
    6% | 3%
COc1ccc(CCNC(=O)Cc2c(C)c3cc4c(C(C)(C)C)coc4c(C)c3oc2=O)cc1OC
    0% | -1%
O=C(CC1Oc2ccccc2NC1=O)NCc1ccc(F)cc1 (stereo not drawn)
    9% | 11%
Cc1ccc(O)c(NC(=O)CCS(=O)(=O)c2nc(-c3ccc4c(c3)OCO4)cc(C(F)(F)F)n2)c1
    ? | 6%
O=S(=O)(c1ccc(Cl)cc1)c1nc(-c2cccs2)oc1SCc1ccc(F)cc1
    -7% | -18%
Cn1cc(C(=O)N2CCN(c3cccc(C(F)(F)F)c3)CC2)c2c3ccccc3n(C)c2c1=O
    ? | 1%
COc1cccc(CN2c3ccccc3-c3nc(SCC(=O)Nc4ccccc4Cl)ncc3S2(=O)=O)c1
    -14% | 1%
CCc1cc2c(cc3c(=O)n(CC(=O)N4CCC(C)CC4)nc(CC)n32)s1
    ? | -4%
CCOc1ccc(NC(=O)CN2C(=O)CC(C)Sc3ccccc32)cc1 (stereo not drawn)
    -8% | -7%
CCOc1cc(C(=O)Nc2ccc3oc(-c4ccc(CC)cc4)nc3c2)cc(OCC)c1OCC
    -5% | -13%
CCOc1ccc(NC(=O)c2c(NC(=O)Cc3ccccc3)sc3c2CCC(C)C3)cc1 (stereo not drawn)
    ? | -11%
CCOc1ccc(NC(=O)C2CCN(c3nnc(-n4c(C)ccc4C)s3)CC2)cc1
    10% | 1%
Cc1cc2nc(-c3ccc(OCc4ccccc4F)cc3)cc(C(F)(F)F)n2n1
    -21% | 4%
COc1cccc(OC)c1Cn1nnc2c(=O)[nH]c(C3CCN(C(=O)c4ccccc4)CC3)nc21
    ? | -5%

# Two records drawn at random from the list so far:
# Values run as follows: Tau fibril ThT | SMN2 splice up
Cc1cc2nc(-c3ccc(OCc4ccccc4F)cc3)cc(C(F)(F)F)n2n1
    -21% | 4%
CCOc1ccc(NC(=O)c2c(NC(=O)Cc3ccccc3)sc3c2CCC(C)C3)cc1 (stereo not drawn)
    ? | -11%

# Carrying on:
# Values run as follows: Tau fibril ThT | SMN2 splice up
COc1ccc(C2CC(=O)c3cc(-c4nc(-c5cccc([N+](=O)[O-])c5)cs4)c(=O)n(-c4ccccc4)c3C2)cc1 (stereo not drawn)
    5% | 1%
Cc1onc(-c2ccccc2Cl)c1C(=O)Oc1ccc(Br)cc1
    0% | ?
O=c1c2c3c(sc2n(Cc2cc(=O)n4ccccc4n2)c(=O)n1-c1ccc(Cl)cc1)CCC3
    1% | -9%
Cc1ccc(-c2csc(=Nc3ccccc3)n2CCCO)cc1
    ? | -78%[inhibitor]
Cc1ccc(NC(=O)Cn2c(=O)n(CCCCC(=O)NCc3ccccc3Cl)c(=O)c3ccccc32)cc1C
    13% | 0%
Cc1ccc(Cl)cc1N1CCN(C(=O)c2cn(C)c3ccc(S(=O)(=O)N4CCCCC4)cc3c2=O)CC1
    -4% | -1%
O=C(NCc1ccc(Cl)cc1)c1ccc(NC(=O)N2CC3CCCN3c3ccccc32)cc1 (stereo not drawn)
    -12% | -12%
COc1ccc(Cl)cc1NC(=O)Cn1nc(Cc2ccncc2)c2ccccc2c1=O
    4% | -10%
O=C1COc2ccc(-c3cc(-c4ccccc4)c4c(n3)-c3cc(Cl)ccc3OC4)cc2N1
    12% | 1%
CCOC(=O)c1ccc(Nc2nc3nonc3nc2Nc2cccc(C)c2C)cc1
    ? | -42%[inhibitor]
COc1cccc(NC(=O)c2oc3ccccc3c2NC(=O)c2ccccc2C)c1
    6% | -13%
COC(=O)c1ccc(Cn2nnc3sc4c(c3c2=O)CCC(C)C4)cc1 (stereo not drawn)
    ? | 25%
CC1CCN(S(=O)(=O)c2ccc3c(c2)oc(=O)n3CC(=O)NCc2ccc(F)cc2)CC1
    -11% | -79%[inhibitor]
COc1ccc(NC(=O)C(NC(=O)C2CCC(C)CC2)C(C)C)cc1 (stereo not drawn)
    -16% | 5%
CCC(Cc1ccccc1)NC(=O)c1ccc2nc(N3CCC(C)CC3)sc2c1 (stereo not drawn)
    -9% | -11%
CCCCN(CC)C(=O)CSc1c2c(nc3ccc(Cl)cc13)CCCC2
    ? | -13%
Cc1ccc(C(=O)CSc2nnc(-c3ccccc3)n2-c2ccccc2)cc1
    ? | 1%
CCN(CC)C(=O)Cn1c(=O)n(-c2ccc(Cl)cc2)c(=O)c2c3c(sc21)CCCCC3
    -15% | 0%
CCOC(=O)c1ccc(NS(=O)(=O)c2ccc3c(c2)n(C)c(=O)n3C)cc1
    -9% | -34%[inhibitor]

# This is a subset (hit frequency here may not be typical).
